KinaseGlo FLuc: counter-screen: inhibitors of Kinase-Glo firefly luciferase; Kinase-Glo luciferase, ATP luminescence, 8 min; Potency, µM (series often up to 38.3 µM), without a hit: at the top dose activity change, negative = inhibition, usual class: inhibitors; 200,000 tested, 0.28% active; AID 1379; note: % is set by controls: 0 for no effect and ±100 for the full control effect; nearly all actives have a fitted effect of over 60% in size
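Compounds were added to a substrate mix at pH 7.2 (50 mM imidazole, 10 uM ATP, within the enzyme's linear range), followed by Kinase-Glo detection reagent; luminescence was measured after 8 minutes at ambient temperature.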
JMJD2E inh: inhibitors of human JMJD2E histone demethylase. JMJD2E catalytic domain, FDH-coupled NADH fluorescence (FDH is formaldehyde dehydrogenase). Potency, µM (highest dose often 57.1 µM), inactives show top-dose activity change, negative = inhibition, usual class: inhibitors. 230,000 tested, 1.6% active. AID 2147; active = well fitted inhibition curve with a large enough effect, not every such curve was filed as active; inconclusive = small, poorly fitted or top-dose-only effect, or another doubt; inactive = no such curve, though single readings can be large or run the other way;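 note: 0% = wells with enzyme and -100% = buffer wells without enzyme; nearly all actives have a fitted effect of over 50% in size; many of its hits are not listed in these tables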
Target sequence (B2RXH2 1-337 limits assumed): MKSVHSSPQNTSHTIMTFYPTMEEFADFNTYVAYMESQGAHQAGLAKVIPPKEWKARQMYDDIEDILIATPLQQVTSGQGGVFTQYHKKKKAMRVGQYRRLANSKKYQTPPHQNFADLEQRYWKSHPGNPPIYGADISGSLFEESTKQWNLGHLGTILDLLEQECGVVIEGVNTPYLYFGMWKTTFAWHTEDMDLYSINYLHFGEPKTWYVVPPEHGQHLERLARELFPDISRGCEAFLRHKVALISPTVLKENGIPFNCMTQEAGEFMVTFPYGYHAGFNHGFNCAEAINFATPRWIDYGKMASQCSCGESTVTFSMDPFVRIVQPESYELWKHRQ
LMNA splice mod: LMNA splicing modulation. HeLa LMNA splicing GFP/RFP minigene ratio, 48 h. Potency, µM (doses to about 46.1 µM), inactives show top-dose ratio change, negative = inhibition, actives largely listed as inhibitors. 200,000 tested, 0.01% active. AID 1487; active = well fitted inhibition curve with a large enough effect in the signal ratio, with a control signal flat, not every such curve was filed as active; inconclusive = small, poorly fitted or top-dose-only effect, or effect the other way, or a change in a side signal; the % refers to the signal ratio; note: % is set by controls: 0 for no effect and ±100 for the full control effect
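Read-out is the ratio of GFP to DsRed2 object intensity, acquired by 488 nm laser-scanning cytometry on HeLa lamin A-EGFP minigene reporter cells. Compound incubation 48 hrs at 37 °C in Opti-MEM with 2% FBS; DMSO 0.5% final.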
ALDH1A1 inh: ALDH1A1 (human) enzyme inhibition | P00352 | Purified ALDH1A1, NADH fluorescence, propionaldehyde substrate | Potency, µM (doses to about 75.3 µM), for inactives: at the highest dose activity, negative = inhibition, most hits filed as inhibitors | 220,000 tested, 7.3% active; active = well fitted inhibition curve with a large enough effect, not every such curve was filed as active; inconclusive = small, poorly fitted or top-dose-only effect, or another doubt; inactive = no such curve, though single readings can be large or run the other way;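 note: plate controls were no enzyme wells and a reference inhibitor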
L3MBTL1 block: inhibitors of human L3MBTL1 | Q9Y468 | AlphaScreen L3MBTL1–H3K9me1 peptide binding | Potency, µM (titrated, usually from 57.1 µM), inactives show at the highest dose activity, negative = inhibition, actives largely listed as inhibitors | 230,000 tested, 0.66% active | AID 485360; note: % is set by controls: 0 for no effect and ±100 for the full control effect; nearly all actives have a fitted effect of over 60% in size
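Displacement of a biotinylated histone H3(1-15) peptide monomethylated at Lys9 (75 nM) from L3MBTL1 (50 nM) was measured by AlphaScreen after a 30 min room-temperature compound incubation; cefsulodin titration served as intraplate control.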
RECQ1 inh: inhibitors of human RECQ1 DNA helicase; P46063; RECQ1 DNA unwinding, red fluorescence kinetic read; Potency, µM (doses to about 57.3 µM), for the others: at the top dose activity, negative = inhibition, usual class: inhibitors; 240,000 tested, 0.54% active;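 note: plate controls were vehicle for no effect and no enzyme for full effect; nearly all actives have a fitted effect of over 30% in size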
Target sequence (P46063 whole entry, looked up): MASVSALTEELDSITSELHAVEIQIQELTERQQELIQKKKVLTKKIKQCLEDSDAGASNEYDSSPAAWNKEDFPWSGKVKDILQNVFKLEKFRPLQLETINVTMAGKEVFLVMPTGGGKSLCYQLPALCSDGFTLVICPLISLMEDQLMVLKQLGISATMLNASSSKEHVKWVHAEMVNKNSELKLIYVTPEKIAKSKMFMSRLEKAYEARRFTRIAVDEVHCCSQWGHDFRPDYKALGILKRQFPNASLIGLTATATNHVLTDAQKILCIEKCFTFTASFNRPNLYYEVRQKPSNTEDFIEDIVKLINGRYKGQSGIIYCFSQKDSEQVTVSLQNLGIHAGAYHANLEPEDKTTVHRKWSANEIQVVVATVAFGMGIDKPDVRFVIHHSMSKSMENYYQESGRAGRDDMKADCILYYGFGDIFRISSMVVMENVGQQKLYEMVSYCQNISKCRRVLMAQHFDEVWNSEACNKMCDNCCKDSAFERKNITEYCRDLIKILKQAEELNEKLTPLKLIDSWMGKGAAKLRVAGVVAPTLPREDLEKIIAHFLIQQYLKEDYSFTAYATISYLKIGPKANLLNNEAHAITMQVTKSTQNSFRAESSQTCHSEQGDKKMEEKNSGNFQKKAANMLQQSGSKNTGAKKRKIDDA
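RECQ1T1 50 nM; forked duplex (20 bp + 30-nt ss tails) 200 nM, ATP 2 mM final; pH 8.0, 2 mM MgCl2, 2.5 ug/ml poly(dI-dC); 15 min compound preincubation; discontinuous kinetic read over 2 h at RT.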
Tau ThT inhib: blocks human tau fibril formation measured by thioflavin T; P10636; recombinant tau K18 P301L (four-repeat tau fragment), heparin-induced fibrillization, ThT fluorescence; Potency, µM (titrated, usually from 57.4 µM), for inactives: at the highest dose activity, negative = inhibition, usual class: inhibitors; 270,000 tested, 2.1% active; note: % is set by controls: 0 for no effect and ±100 for the full control effect; nearly all actives have a fitted effect of over 55% in size
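Heparin-induced fibrillization of the P301L-mutant K18 repeat-domain fragment of human tau was followed by ThT binding in quantitative high-throughput format.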
SMN2 splice enh: SMN2 splice variant enhancement. HEK293 SMN2-luciferase splicing reporter, luminescence, 30-36 h. Potency, µM (series often up to 46.1 µM), without a hit: at the highest dose activity change, positive = activation, actives largely listed as activators. 210,000 tested, 2.8% active. AID 1458; note: % of control where 0% means no effect; nearly all actives have a fitted effect of over 55% in size
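qHTS luciferase splicing reporter: luminescence rises when SMN2 exon 7 is included in transfected HEK293 cells. Compound exposure lasted 30-36 h at 37C, with 4.5 mM final sodium butyrate as control, followed by a ONE-Glo read.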
Numbers without * were called inactive; i = inactive; ? = inconclusive; . = no result given; & = joins results of further samples; [ ] = remark or other dose. Unless noted, calls come from the whole dose curve; as a rule, active = well fitted curve in the direction sought with a large enough effect; inconclusive = small, poorly fitted or top-dose-only effect, or another doubt; inactive = no such curve, though single readings can be large; an effect the other way counts as inactive or inconclusive. Potency is the fitted concentration of half-maximal effect.

[1] CCOC(=O)C1CCN(C(=O)c2cc3cc(Br)ccc3oc2=O)CC1
[2] COc1ccc(CN(C(=S)Nc2ccccc2)C2CC(=O)N(c3ccc(Cl)cc3)C2=O)cc1 (stereo not given)
[3] N#Cc1cc2c(nc1SCC1COc3ccccc3O1)CCC2 (stereo not given)
[4] O=C1CN(c2ccc(Cl)cc2)C(=O)CN1NC(=S)Nc1ccc(Cl)cc1
[5] COc1ccc(C)cc1C(=O)CCC(=O)Nc1ccccc1N1CCOCC1
[6] CCOc1cc(C(=O)NCc2ccc(C)cc2)ccc1OCC(=O)N1CCOCC1
[7] CC(=O)c1nc2ccccc2n1S(=O)(=O)c1ccc(C)cc1
[8] Cn1nnc(NC(=O)CSc2ccc(Cl)cc2)n1

Assay by compound	1	2	3	4	5	6	7	8
KinaseGlo FLuc	2%	-4%	11%	-5%	-3%	-1%	-3%	-2%
JMJD2E inh	10%	-8%	-27%	-4%	-22%	0%	4%	-5%
LMNA splice mod	?	?	?	15%	8%	-5%[46 µM]	9%	-10%
ALDH1A1 inh	-1%	7.1µM*	?	6%	28µM*	8%	?	4%
L3MBTL1 block	4%	-1%	31%[activator]	-3%	-8%	2%	0%	?
RECQ1 inh	i	0%	i	-2%	i	-4%	8%	-13%
Tau ThT inhib	0%	-18%	-16%	2%	?	6%	9%	6%
SMN2 splice enh	24%	-7%	?	-10%	-6%	7%	-20%	-9%

The last 4 compounds of the section before open the next one:
[5] COc1ccc(C)cc1C(=O)CCC(=O)Nc1ccccc1N1CCOCC1
[6] CCOc1cc(C(=O)NCc2ccc(C)cc2)ccc1OCC(=O)N1CCOCC1
[7] CC(=O)c1nc2ccccc2n1S(=O)(=O)c1ccc(C)cc1
[8] Cn1nnc(NC(=O)CSc2ccc(Cl)cc2)n1
[9] CCn1c2ccccc2c2cc(NC(=O)c3ccccc3[N+](=O)[O-])ccc21
[10] Cc1nn2c(nc(N3CCOCC3)c3ccccc32)c1C=C(C#N)C#N
[11] Cc1cccc(CCN(CC(=O)NC2CCCCC2)C(=O)c2csnn2)c1
[12] CCNC(=O)NC(=O)C(C)Sc1nnc(COc2ccccc2Cl)o1 (stereo not given)
[13] N/N=C(/Cc1nc2ccccc2[nH]1)c1ccc([N+](=O)[O-])cc1
[14] CC(=O)Nc1ccc(NC(=O)C2CCN(C(=O)c3cccs3)CC2)cc1
[15] COc1ccc(/C=C(/C#N)C(=O)Nc2ccccc2C)cc1C(=O)O
[16] Cc1cc(N)n(-c2ncnc3scc(-c4ccc(Cl)cc4)c23)n1

Assay by compound	5	6	7	8	9	10	11	12	13	14	15	16
KinaseGlo FLuc	-3%	-1%	-3%	-2%	1%	3%	3%	-4%	0%	-1%	0%	-1%
JMJD2E inh	-22%	0%	4%	-5%	-2%	0%	7%	-1%	-15%	6%	?	-2%
LMNA splice mod	8%	-5%[46 µM]	9%	-10%	-15%	?	-1%[46 µM]	23%	.	.	-8%	-17%
ALDH1A1 inh	28µM*	8%	?	4%	4%	5%	-5%	-13%	?	13µM*	5%	?
L3MBTL1 block	-8%	2%	0%	?	-7%	10%	8%	.	-23%	-4%	8%	-12%
RECQ1 inh	i	-4%	8%	-13%	-3%	i	i	-14%	-8%	i	-6%	i
Tau ThT inhib	?	6%	9%	6%	-15%	-8%	1%	-16%	5µM*	-1%	-18%	-16%
SMN2 splice enh	-6%	7%	-20%	-9%	9%	-3%	4%	-20%	?	.	5%	-9%

[17] Cc1ccccc1Nc1ncnc2c1cnn2Cc1ccccc1
[18] O=c1c2cc(N3CCOCC3)ccc2[nH]c(=S)n1CCCN1CCCCC1
[19] COc1ccc(S(=O)(=O)N2CCN(C(=O)c3cc(C)oc3C)CC2)cc1
[20] CCCn1c(N)[n+](CC(=O)c2ccco2)c2ccccc21
[21] O=C1CC2c3ccccc3C1C1C(=O)N(CCc3ccccc3)C(=O)C21 (stereo not given)
[22] CC(=O)NC1C(=O)Nc2c1cccc2C(F)(F)F (stereo not given)
[23] CCOC(=O)C(Sc1n[nH]c(N)n1)c1ccccc1 (stereo not given)
[24] COc1cc2c(cc1OC)C(C)=NCC2

Assay by compound	17	18	19	20	21	22	23	24
KinaseGlo FLuc	.	-3%	0%	-5%	1%	1%	-1%	-2%
JMJD2E inh	-7%	?	2%	-6%	-16%	-1%	-8%	?
LMNA splice mod	.	-11%	?	-10%	7%[46 µM]	-1%	-3%	5%[46 µM]
ALDH1A1 inh	.	1%	-4%	-5%	16%	0.28µM*	3%	?
L3MBTL1 block	3%	-5%	-8%	-4%	-1%	2%	.	8%
RECQ1 inh	-20%	-6%	-3%	-4%	-4%	-4%	-23%	-4%
Tau ThT inhib	-10%	-10%	-13%	-3%	0%	0%	0%	?
SMN2 splice enh	.	-5%	6%	-6%	0%	12%	7%	4%

[25] O=C(CN1CCCC1)Nc1nnc(-c2cccs2)s1
[26] O=C(NCc1ccncc1)c1cnccn1
[27] Cn1c(CNc2nc3ccccc3n2CCN2CCCCC2)nc2ccccc21
[28] Cc1ccc2c(COC(=O)CC3Sc4ccccc4NC3=O)cc(=O)oc2c1C (stereo not given)
[29] Cc1c(C#N)c2ccccc2n1CC(=O)O
[30] CCCn1nnc2ccccc2c1=O
[31] CCOC(=O)c1cc(C#N)c(N)nc1C
[32] NNC(=O)CCn1c2ccccc2c2ccccc21

Assay by compound	25	26	27	28	29	30	31	32
KinaseGlo FLuc	-2%	2%	0%	-5%	3%	-1%	13%	-1%
JMJD2E inh	1%	-8%	2%	-3%	5%	-7%	?	22%
LMNA splice mod	-2%	7%	-4%	-5%	-1%	9%	4%	-8%[46 µM]
ALDH1A1 inh	0%	3%	-7%	6%	?	?	-9%	2%
L3MBTL1 block	17%	5%	-11%	-3%	1%	0%	10%	-3%
RECQ1 inh	i	i	-2%	-16%	i	-10%	-6%	-5%
Tau ThT inhib	-9%	5%	-5%	?	-9%	-2%	-1%	-7%
SMN2 splice enh	12%	?	-8%	-16%	-14%	-1%	-5%	.

[33] Cc1ccc(NC(=O)N2CCC(c3ccccc3)C2)cc1C (stereo not given)
[34] CC(=O)Nc1ccc(S(=O)(=O)NCc2ccncc2)cc1
[35] CCOc1ccc(N(CC(=O)NCC2CCCO2)S(=O)(=O)c2ccc(Cl)cc2)cc1 (stereo not given)
[36] COc1cccc(C(=O)Nc2ccc3c(c2)C(=O)N(CCC(=O)O)C3=O)c1
[37] Cn1nnnc1SCc1csc(Nc2ccccc2)n1
[38] Cc1oc2nc(SCCCC(=O)NCCO)nc(N)c2c1C
[39] CCc1nc(SCc2cccnc2)[nH]c(=O)c1C
[40] Cc1cc(S(=O)(=O)N(Cc2ccc(C(C)(C)C)cc2)Cc2cccs2)ccc1-n1cnnn1

Assay by compound	33	34	35	36	37	38	39	40
KinaseGlo FLuc	0%	-3%	-2%	-5%	4%	0%	1%	-2%
JMJD2E inh	4%	-5%	3%	-5%	-9%	3%	-6%	-1%
LMNA splice mod	21%&13%[46 µM]	.	3%	10%	?	6%	1%	?
ALDH1A1 inh	1%	1%	-12%	13%	-13%	14%	13%	?
L3MBTL1 block	.	-2%	.	1%	0%	4%	0%	10%
RECQ1 inh	i	i	-7%	-4%	-7%	-10%	i	-16%
Tau ThT inhib	.	6%	-1%	-7%	-17%	-11%	9%	0%
SMN2 splice enh	13µM*	-24%	5%	9%	1%	-4%	-7%	-21%

[41] CCOC(=O)CCCCC(=O)c1[nH]c(=O)[nH]c1CSc1nc2ccccc2[nH]1
[42] O=C(CSc1nnc(Cc2cccs2)n1Cc1ccco1)Nc1cc(Cl)cc(Cl)c1
[43] CCc1cc(-c2[nH]ncc2-c2ccc3c(c2)OCO3)c(O)cc1O
[44] Cn1cnnc1SCCC(=O)Nc1ccccc1
[45] COc1ccc(Cl)cc1-c1nc(SCC(=O)NC(C)(C)C)n[nH]1
[46] CC(C)NC(=O)CN(c1cccc([N+](=O)[O-])c1)S(=O)(=O)c1ccccc1
[47] C#CCNC(=O)C1=C[C@H](c2csc3ccccc23)C[C@H](OCc2ccc(CO)cc2)O1
[48] C[C@H](NC(=O)c1ccccc1Cl)C(=O)OCC(=O)N1CC2(C)CC1CC(C)(C)C2 (stereo not given in full)

Assay by compound	41	42	43	44	45	46	47	48
KinaseGlo FLuc	1%	10%	-2%	.	2%	-1%	.	-3%
JMJD2E inh	?	-1%	?	5%	-6%	3%	2%	-7%
LMNA splice mod	-2%	?	?	8%	.	16%[46 µM]	.	-10%
ALDH1A1 inh	?	?	-6%	-6%	4%	-6%	-5%	8%
L3MBTL1 block	13µM*	-4%	.	-1%	-2%	19%	-1%	19%
RECQ1 inh	i	-1%	i	-2%	-8%	-4%	-20%	-6%
Tau ThT inhib	?	-18%	?	1%	-8%	-1%	-17%	5%
SMN2 splice enh	5%	-35%[inhibitor]	-53%[inhibitor]	.	-7%	-5%	.	-10%

[49] O=C(c1ccccc1)c1ccc(OCC(O)CN2CCN(S(=O)(=O)N3CCCCC3)CC2)cc1 (stereo not given)
[50] Cc1cc2nc(NC3=NCN(CCN4CCOCC4)CN3)nc(C)c2cc1C
[51] CCCOC(=O)c1c(NC(=O)c2cnn3c2NC(c2ccccc2)CC3C(F)(F)F)sc2c1CCCC2 (stereo not given)
[52] COc1ccc(NC(=O)CSc2nnc(NC(=O)CN3CCOCC3)s2)cc1

Assay by compound	49	50	51	52
KinaseGlo FLuc	-1%	-6%	0%	0%
JMJD2E inh	5%	-5%	?	-3%
LMNA splice mod	?	3%	-9%	28%[46 µM]
ALDH1A1 inh	?	-1%	-5%	-4%
L3MBTL1 block	.	4%	12%	9%
RECQ1 inh	-12%	-2%	-14%	i
Tau ThT inhib	?	-1%	-12%	-9%
SMN2 splice enh	-49%[inhibitor]	-5%	1%	-4%

Bioassay records (PubChem BioAssay)

Only part of the results is shown; rates above refer to the full screens.
